Source: PubChem (National Center for Advancing Translational Sciences (NCATS))
D1 antag = antagonists of human D1 dopamine receptor; P21728; HEK293 TREx D1 cells, calcium flux, dopamine EC80; active compounds read low; activity change, negative = inhibition, % at 10 µM; 3.2% of 360,000 active; in the data active = activity change below about -30%; note: % is set by controls: 0 for no effect and ±100 for the full control effect
Target sequence (P21728 whole entry, looked up): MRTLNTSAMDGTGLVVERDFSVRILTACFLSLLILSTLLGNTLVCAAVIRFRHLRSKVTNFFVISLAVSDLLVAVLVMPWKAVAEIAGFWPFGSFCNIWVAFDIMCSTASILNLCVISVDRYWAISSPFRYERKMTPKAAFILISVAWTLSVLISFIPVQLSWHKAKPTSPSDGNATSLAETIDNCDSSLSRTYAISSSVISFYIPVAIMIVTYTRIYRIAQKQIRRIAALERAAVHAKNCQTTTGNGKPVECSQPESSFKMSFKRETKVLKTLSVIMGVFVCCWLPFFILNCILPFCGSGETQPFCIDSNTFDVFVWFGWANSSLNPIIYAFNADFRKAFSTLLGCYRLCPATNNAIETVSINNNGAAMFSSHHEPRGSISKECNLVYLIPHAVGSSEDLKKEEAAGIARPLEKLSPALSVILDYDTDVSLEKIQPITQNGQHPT
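Kinetic fluorescence of a calcium dye serves as the read-out. D1-expressing Hek293 Trex cells, induced overnight at 30 C, are exposed to compound for 180 s before an EC80 dopamine addition, then read 180 s further.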
GRP78 ERSR act = inducers of ER stress response in human glioma cells; Potency, µM, for the others: at the top dose activation, actives largely listed as activators; AID 602332; U87-MG GRP78 promoter luciferase reporter, 16 h; 0.02% of 420,000 active; note: potency is the fitted concentration of half-maximal effect; series mostly up to about 76 µM; % of control where 0% means no effect; nearly all actives have a fitted effect of over 35% in size
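ERSR induction read as luciferase luminescence (Bright-Glo, 10 min at room temperature) in stably transfected human U87-MG glioma cells exposed to compounds for 16 h, using GRP78 as sensor.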
D1 agonist = agonists of human D1 dopamine receptor. HEK293 T-REx D1 cells, calcium flux, agonist mode. P21728. 1% of 360,000 active. activation, % at 2 µM; in the data active = activation above about 30%; note: 0% is about no effect
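Agonism was scored from calcium flux recorded over 180 s (1 read/s) after pintool compound addition, following a 10-cycle baseline. Cells were inducible force-coupled HEK293 TREx D1, plated overnight at 30 C and loaded with no-wash calcium dye.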
D1 PAM = enhances dopamine response at the human D1 receptor; P21728; HEK293 TREx D1 cells, calcium flux, dopamine EC20 potentiation; potentiation, % at 10 µM; 0.036% of 360,000 active; in the data active = potentiation above about 30%; note: 0% is about no effect
Vif-APOBEC3G blk = Vif-A3G binding inhibition | Q9HC16 | HeLa A3G-eYFP + Vif (tagged APOBEC3G with the HIV-1 protein that degrades it), YFP fluorescence, overnight | Potency, µM (top dose mostly 46.1 µM), without a hit: top-dose activity, negative = active, hits mostly inhibitors | 0.076% of 410,000 active | AID 602310;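 note: potency is the fitted concentration of half-maximal effect; % is set by controls: 0 for no effect and ±100 for the full control effect; nearly all actives have a fitted effect of over 60% in size; hits raise eYFP signal because A3G escapes Vif-driven loss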
Target sequence (Q9HC16 whole entry, looked up): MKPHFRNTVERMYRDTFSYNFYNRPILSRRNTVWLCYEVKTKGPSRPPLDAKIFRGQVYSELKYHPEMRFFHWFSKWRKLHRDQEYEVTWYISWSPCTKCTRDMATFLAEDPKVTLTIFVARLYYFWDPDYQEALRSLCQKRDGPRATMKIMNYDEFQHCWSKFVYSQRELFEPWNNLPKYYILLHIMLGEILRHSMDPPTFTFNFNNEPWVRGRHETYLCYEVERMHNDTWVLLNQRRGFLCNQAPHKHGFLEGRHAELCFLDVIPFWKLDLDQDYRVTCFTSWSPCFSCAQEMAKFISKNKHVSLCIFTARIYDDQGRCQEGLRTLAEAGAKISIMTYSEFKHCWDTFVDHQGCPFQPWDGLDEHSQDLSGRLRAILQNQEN
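Read-out is eYFP fluorescence (Ex 488/Em 500-530) from Vif-expressing HeLa A3G-eYFP cells; more signal means A3G escaped Vif-mediated degradation. Cells plated overnight, compound pinned in, incubated overnight at 37 deg C.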
D2 potentiator = positively modulates the human D2 dopamine receptor allosterically | potentiation, % at 10 µM | 0.34% of 340,000 active | HEK293 T-REx D2, calcium flux, EC20 dopamine potentiation | P14416;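 active = potentiation over 3 SD above the plate norm, cut at about 30% in these data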; note: 0% is about no effect
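Primary screen. Calcium kinetics in induced HEK293 T-REx D2 cells: compound pre-addition 180 s, EC20 dopamine, 180 s more.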
Vif-APOBEC3F blk = blocks the Vif interaction with APOBEC3F; Potency, µM (top dose mostly 46.1 µM), inactives show at the highest dose activity, negative = active; 0.2% of 390,000 active; HeLa A3F-eYFP + Vif (tagged APOBEC3F with the HIV-1 protein that degrades it), YFP fluorescence increase; note: potency is the fitted concentration of half-maximal effect; % of control where 0% means no effect; nearly all actives have a fitted effect of over 65% in size
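HeLa cells stably expressing Vif plus C-terminally eYFP-tagged A3F were seeded, incubated overnight at 37 deg C, dosed with compound, incubated overnight again at 37 deg C. Yellow fluorescence (Ex 488/Em 500-530) reported blocked Vif-mediated A3F-eYFP degradation.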
RXFP1 antag = blocks the human relaxin receptor RXFP1 | Q9HBX9 | HEK293-RXFP1, relaxin-stimulated cAMP HTRF, 30 min; active compounds read low | activity change, negative = inhibition, % at 57.5 µM | 0.59% of 350,000 active;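 active = activity change of -60% or lower, but not beyond a set lower limit; inconclusive = change between -60% and -40%, or beyond the set limit; inactive = change above -40%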; note: % is set by controls: 0 for no effect and ±100 for the full control effect
RXFP1 ag = agonists of human relaxin receptor RXFP1. Q9HBX9. Potency, µM (series often up to 57.5 µM), without a hit: top-dose activation, hits mostly activators. 0.3% of 370,000 active. HEK293T-RXFP1 cAMP TR-FRET, 30 min; response scale: percent of porcine relaxin response, buffer zero. AID 2676; note: potency is the fitted concentration of half-maximal effect; % is set by controls: 0 for no effect and ±100 for the full control effect; nearly all actives have a fitted effect of over 60% in size; many of its hits are not listed in these tables
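cAMP rise read by TR-FRET after 30 min, 37C compound exposure (up to 58 uM) in RXFP1-transfected HEK293 cells with Ro 20174 present. EC50 from Hill-equation fits, with 29 nM porcine relaxin as 100% and buffer as basal.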
The depositor's hits bear a star; ? = inconclusive; · = no result given. Unless noted, calls come from the whole dose curve; as a rule, active = well fitted curve in the direction sought with a large enough effect; inconclusive = small, poorly fitted or top-dose-only effect, or another doubt; inactive = no such curve, though single readings can be large; an effect the other way counts as inactive or inconclusive. Some of the compounds tested; rates above refer to the full screens.

structure,D1 antag,GRP78 ERSR act,D1 agonist,D1 PAM,Vif-APOBEC3G blk,D2 potentiator,Vif-APOBEC3F blk,RXFP1 antag,RXFP1 ag
COc1cc(OC)c(NC(=O)N2CCc3cc(OC)c(OC)cc3C2CC(=O)O)cc1Cl (configuration not stated),-5,-1%,0,4,4%,2,7%,7,2.2%
CC1CCN(C(=O)CSc2nnc(-c3ccncc3)n2C)CC1,7,1%,1,-6,0%,-10,-1%,-7,1.7%
COc1ccc2c(c1)c1nc3ccccc3nc1n2CCCN1C(=O)c2ccccc2C1=O,30,-4%,3,0,-4%,13,?,-11,?
CCOc1ccc(C(=O)CCC(=O)N(CC)CC(=O)NCc2cccs2)cc1,-12,-1%,0,8,1%,-5,-23%,5,0.9%
CCn1c(CNC(=O)c2ccc(OC)cc2)nnc1SCC(=O)Nc1cccc(C)c1,-9,-3%,0,-1,2%,-1,-4%,·,0.2%
Cn1c(CNC(=O)CNC(=O)c2ccc(C(C)(C)C)cc2)cc(=O)n(C)c1=O,7,3%,1,1,0%,10,10%,9,0.4%
c1ccc(Sc2ncccn2)nc1,12,-1%,1,0,1%,5,-2%,3,0.6%
COc1ccc(C2CC(c3ccc(C)cc3)Nc3ncnn32)cc1 (configuration not stated),8,3%,2,-1,0%,13,2%,·,-0.6%
NC(=O)CSc1nnnn1CC(CC(=O)O)c1ccccc1 (configuration not stated),7,-4%,-1,-4,1%,7,-3%,1,0.0%
CN(c1cccc(NC(=O)c2ccc(Cl)c(S(=O)(=O)N3CCOCC3)c2)c1)S(C)(=O)=O,3,-3%,1,-10,1%,17,10%,3,-0.9%
Cc1noc(C)c1S(=O)(=O)N(CC(=O)NCc1ccc(F)cc1)c1ccc(C(C)C)cc1,-35*,0%,3,-5,0%,-5,1%,-16,2.0%
CCN(c1ccccc1)c1nnc(NC(=O)Nc2ccc(Br)cc2F)s1,-23,-3%,5,-3,3%,0,2%,-8,3.1%
O=C(CCC(=O)Nc1cc(C(F)(F)F)ccc1Cl)N/N=C\c1cc([N+](=O)[O-])ccc1O,-6,-2%,2,0,1%,-1,0%,-13,4.1%
CCN(CC)CCN(C(=O)c1ccco1)c1nc2cc(C)cc(C)c2s1,-4,-3%,6,0,2%,-16,-2%,2,0.1%
COc1ccc(-c2cc(C(C)=O)c(C)n2CCC(=O)Nc2cc(Cl)ccc2C)cc1,-17,-4%,3,-4,-2%,-10,-3%,-3,-0.8%

(list continues)
structure,D1 antag,GRP78 ERSR act,D1 agonist,D1 PAM,Vif-APOBEC3G blk,D2 potentiator,Vif-APOBEC3F blk,RXFP1 antag,RXFP1 ag
CN(C)CCNC(=O)CCCNC(=O)Cn1cnc2sc3c(c2c1=O)CCCC3,·,-2%,0,4,1%,7,-4%,-3,11%
CC1(c2nnc(-c3ccccc3)o2)CC(c2ccc(Cl)cc2)=NO1 (configuration not stated),-15,1%,2,-6,7%,-8,3%,·,0.6%
Cc1ccc(C(=O)Oc2cccc(-n3cnnn3)c2)cc1,-18,0%,3,4,2%,6,-22%,-12,-1.9%
O=C(O)c1cccc(-c2nnn(Cc3ccccc3Cl)n2)c1,-4,-14%,-1,-1,-1%,-8,-4%,7,0.2%
CCc1ccc(C2C(C#N)=C(N)N(N(C)C)C3=C2C(=O)CCC3)cc1 (configuration not stated),-1,-3%,-2,-1,2%,3,-28%,-16,-0.4%
COc1cc(C)ccc1OCCOc1ccccc1Cl,19,8%,3,-2,-6%,-13,7%,-9,4.3%
Cc1nn(-c2ccc(Cl)c(Cl)c2)c(C)c1C(=O)O,-14,-1%,1,-1,-2%,-4,6%,-18,0.4%
COc1cc(SC)ccc1C(=O)Nc1ccc2c(c1)CCN2S(C)(=O)=O,-12,2%,1,-11,-1%,2,1%,-3,0.5%
COc1ccc(CCN(C)C2CCCN(S(=O)(=O)c3ccccc3)C2)cc1OC (configuration not stated),4,-2%,5,-3,2%,19,-5%,-1,1.3%
COc1ccc(NC(=O)C(NC(=O)CC2NC(=O)NC2=O)c2ccccc2)cc1 (configuration not stated),2,-1%,1,-3,2%,7,10%,10,0.4%
COc1ccccc1NC(=O)CN1C(=O)CC(c2ccc(C)c(C)c2)=Nc2ccccc21,-11,4%,5,-1,-2%,10,-7%,-16,1.0%
Cc1c(C)n(Cc2ccc(F)cc2)c2ccc(C(=O)N3CCN(c4ccc(F)cc4)CC3)cc12,-14,-2%,4,-3,3%,-3,-7%,-24,6.1%
Cc1cccc(C)c1NC(=O)C1CCN(C(=O)c2cccs2)CC1,7,-3%,2,-7,2%,·,3%,-1,-0.3%
COc1ncnc2c1ncn2CCCN1CCN(c2ncccn2)CC1,·,-3%,·,·,1%,·,-3%,1,·
Clc1ccc(-n2nnc(-c3cccnc3Cl)n2)cc1Cl,19,0%,12,-2,-8%,13,-10%,·,-1.4%

Single values from the results shown.
O=C(O)c1cccc(-c2nnn(Cc3ccccc3Cl)n2)c1 in GRP78 ERSR act shows -14%
COc1ncnc2c1ncn2CCCN1CCN(c2ncccn2)CC1 in GRP78 ERSR act shows -3%
CCc1ccc(C2C(C#N)=C(N)N(N(C)C)C3=C2C(=O)CCC3)cc1 (configuration not stated) in RXFP1 antag shows -16
CN(C)CCNC(=O)CCCNC(=O)Cn1cnc2sc3c(c2c1=O)CCCC3 in Vif-APOBEC3F blk shows -4%

Shown field by field: entries from further up.
Structure: COc1ncnc2c1ncn2CCCN1CCN(c2ncccn2)CC1
  D1 antag = ·
  GRP78 ERSR act = -3%
  D1 agonist = ·
  D1 PAM = ·
  Vif-APOBEC3G blk = 1%
  D2 potentiator = ·
  Vif-APOBEC3F blk = -3%
  RXFP1 antag = 1
  RXFP1 ag = ·

Structure: COc1ccc(NC(=O)C(NC(=O)CC2NC(=O)NC2=O)c2ccccc2)cc1 (configuration not stated)
  D1 antag = 2
  GRP78 ERSR act = -1%
  D1 agonist = 1
  D1 PAM = -3
  Vif-APOBEC3G blk = 2%
  D2 potentiator = 7
  Vif-APOBEC3F blk = 10%
  RXFP1 antag = 10
  RXFP1 ag = 0.4%

Structure: O=C(O)c1cccc(-c2nnn(Cc3ccccc3Cl)n2)c1
  D1 antag = -4
  GRP78 ERSR act = -14%
  D1 agonist = -1
  D1 PAM = -1
  Vif-APOBEC3G blk = -1%
  D2 potentiator = -8
  Vif-APOBEC3F blk = -4%
  RXFP1 antag = 7
  RXFP1 ag = 0.2%

Structure: COc1ccccc1NC(=O)CN1C(=O)CC(c2ccc(C)c(C)c2)=Nc2ccccc21
  D1 antag = -11
  GRP78 ERSR act = 4%
  D1 agonist = 5
  D1 PAM = -1
  Vif-APOBEC3G blk = -2%
  D2 potentiator = 10
  Vif-APOBEC3F blk = -7%
  RXFP1 antag = -16
  RXFP1 ag = 1.0%

Further results.
structure,D1 antag,GRP78 ERSR act,D1 agonist,D1 PAM,Vif-APOBEC3G blk,D2 potentiator,Vif-APOBEC3F blk,RXFP1 antag,RXFP1 ag
COc1ccc(OCCC(=O)OCC(=O)Nc2cccc(S(=O)(=O)N3CCOCC3)c2)cc1,-18,16%,5,-3,1%,3,-9%,-10,-0.1%
COc1ccc(C(=O)OC2CCN(c3ncc(C(F)(F)F)cc3Cl)CC2)cc1,6,-4%,3,1,2%,-4,5%,-10,-2.0%
Cc1ccc(Cl)cc1N1CCN(S(=O)(=O)c2c(C)[nH]c(C)c2C(=O)N2CCCC2)CC1,5,-4%,1,1,2%,8,3%,-9,0.6%
COc1ccc(-c2cc3nc(C4CCN(C(=O)OC(C)(C)C)CC4)c(C(=O)Nc4cc(Cl)cc(Cl)c4)cn3n2)cc1,13,1%,0,2,-1%,1,-5%,-11,8.5%
Nc1nc(SCC(=O)Nc2ccc(S(N)(=O)=O)cc2)n[nH]1,-16,0%,1,-2,3%,6,10%,-2,-0.2%
FC(F)(F)c1cc(C(F)(F)F)c2ccc(Oc3ccccc3)nc2n1,10,-2%,1,1,-1%,8,-1%,-1,-0.9%
COc1ccc(S(=O)(=O)N2CCN(Cc3ccc4c(c3)OCO4)CC2)c2ccccc12,7,-1%,1,·,2%,-10,0%,-8,-0.9%
O=C(N/C=C\n1cnc2cc(C(F)(F)F)ccc21)c1ccc([N+](=O)[O-])cc1,-3,0%,2,1,3%,6,4%,-11,-4.5%
Cc1cccc(C)c1NC(=O)CN1CCN(CC(=O)c2cc(C)n(C3CC3)c2C)CC1,17,-2%,3,-4,1%,15,-1%,6,0.5%
COc1ccc(C(=O)Nc2ccc3c(c2)nc(CCNC(=O)c2ccco2)n3C)cc1,7,1%,2,-3,0%,4,?,-5,1.7%
FC(F)(F)c1ccc(-c2n[nH]c(=S)o2)nc1,4,2%,0,-2,-2%,-2,15%,?,21%
CN1C(=O)S/C(=C/c2ccc(OCc3cccc(C(=O)O)c3)cc2)C1=O,44,-10%,0,-9,2%,12,11%,4,-1.1%
Cc1ccc(-n2nnnc2C2CCN(S(=O)(=O)c3ccc(OC(F)(F)F)cc3)CC2)cc1,4,-1%,5,-2,0%,0,-6%,-1,0.9%
Cc1ccc(-n2ncc3c(Nc4cccc(Cl)c4)ncnc32)c(C)c1,-25,2%,2,-4,-5%,-11,-2%,6,1.3%
N#Cc1c(-c2ccc(F)cc2)cc(-c2ccccc2)nc1SCC(=O)NCC(=O)O,-4,-1%,1,8,1%,-6,1%,-13,0.0%

Continued.
structure,D1 antag,GRP78 ERSR act,D1 agonist,D1 PAM,Vif-APOBEC3G blk,D2 potentiator,Vif-APOBEC3F blk,RXFP1 antag,RXFP1 ag
Cc1ccc(S(=O)(=O)N(C)C)cc1NC(=O)COC(=O)CCC(=O)c1cccs1,-5,-3%,2,-4,1%,-9,1%,-10,0.9%
O=C(NNC(=O)c1cc2ccccc2oc1=O)c1ccccc1,3,4%,3,-9,-1%,·,-1%,-8,-1.3%
Cc1nc(SCC(=O)NCc2cccs2)nc(C)c1C,1,1%,6,0,-1%,-2,?,-6,2.6%
CC1CCCCC1NS(=O)(=O)c1ccc2c(c1)CCC(=O)N2 (configuration not stated),6,-4%,1,-3,-9%,4,0%,14,4.0%
